Compound activity: PubChem BioAssay, several laboratories
TRPM1 prom inh = MITF TRPM1 promoter inhibition in SK-MEL-5 cells; SK-MEL-5 TRPM1 promoter luciferase, 24 h; inhibition, % at 12.5 µM; 0.83% of 330,000 active;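 active = mean inhibition across replicates of 60% or more, whatever share of single replicates reaches that level; inconclusive = some that reach 60%, reason not given; inactive = mean inhibition across replicates below 60%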; also: values of inactives mirror those of a sister screen read the other way
aDG glyco act = alpha-DG glycosylation activation; Pro5-aDG cells, alpha-DG glycosylation AlphaScreen (IIH6); 0% Pro5, 100% B10-LARGE cell signal; activation, % at 10 µM; 0.22% of 360,000 active; AID 624168;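 active = activation of at least 8% versus controls, or a plate z-score of at least 8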;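 also: Pro5 are CHO cells carrying HIG-tagged alpha-DG that lacks glycosylation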
NR2E3 ag-1 = agonists of human nuclear receptor NR2E3 | 0.12% of 320,000 active | GST-NR2E3/biotin-RetCOR TR-FRET, 1536-well | inhibition of corepressor binding, % at 4.78 µM | AID 2300;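 active = percent inhibition above the cutoff of mean plus 3 SD of all tested compounds, set per screening campaign, cut at about 20% in these data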;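 also: 0% = DMSO wells and 100% = biotin wells as full block of FRET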
Target sequence (Q9Y5X4 whole entry, looked up): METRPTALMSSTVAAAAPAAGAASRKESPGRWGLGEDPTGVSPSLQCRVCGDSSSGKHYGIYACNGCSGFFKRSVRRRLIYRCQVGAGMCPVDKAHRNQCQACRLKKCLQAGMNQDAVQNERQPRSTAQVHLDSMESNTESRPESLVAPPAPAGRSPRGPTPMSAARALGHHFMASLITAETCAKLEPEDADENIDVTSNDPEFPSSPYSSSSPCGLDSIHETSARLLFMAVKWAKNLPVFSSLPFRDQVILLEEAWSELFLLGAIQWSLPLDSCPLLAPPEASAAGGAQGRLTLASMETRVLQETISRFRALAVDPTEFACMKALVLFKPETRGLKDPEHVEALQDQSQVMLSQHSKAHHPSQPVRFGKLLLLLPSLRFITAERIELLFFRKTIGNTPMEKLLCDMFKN
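System: GST-tagged NR2E3 plus biotinylated RetCOR corepressor; Amount: 1.35 nM GST-tagged NR2E3 final; Dosing: single nominal compound dose of 4.8 µM; Schedule: 5 h incubation at 4 °C; Technique: TR-FRET with europium anti-GST and streptavidin-D2, 340 nm excitation; Controls: biotin wells as high control, 0.6% DMSO wells as low control.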
CaV13 FRET inh = Primary screen for inhibitors of IQ motif and Ca2+-dependent inactivation inhibitor domain binding in CACNA1D, Förster resonance energy transfer in living cells, …; AID 743397; inhibition, % at 12.3 µM; 0.098% of 340,000 active; HEK cells, CFP/YFP FRET ICDI-IQ, plate reader, 10 min; percent FRET-ratio fall versus neutral wells;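 active = mean replicate inhibition of at least 30% and at least 1% of replicates passing that level; inconclusive = only one of the two criteria is met; inactive = neither criterion is met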;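 also: 0% = median of the neutral control wells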
NR2E3 ag-2 = human photoreceptor-specific nuclear receptor agonism. inhibition of corepressor binding, % at 3.98 µM. AID 602229. 0.35% of 360,000 active. CHO-S Gal4-NCOR/VP16-NR2E3 two-hybrid, luciferase;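 active = inhibition above the mean of all tested compounds plus 3 SD, cut at about 70% in these data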;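 also: 0% = DMSO with NR2E3 transfected cells and 100% = cells lacking NR2E3 construct; higher means lower luciferase signal from less NR2E3 corepressor binding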
HIF-2a block = blocks HIF-2a reporter activity; 786-0 RCC cells HIF-2a reporter, luciferase luminescence, overnight; inhibition, % at 18.8 µM; 0.72% of 360,000 active;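 active = inhibition of the luminescence signal of 40% or more relative to plate controls, in a single-dose primary screen at 18.75 µM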
Peg3 promoter = reduces Peg3 promoter-driven luciferase expression in HeLa | HeLa PEG-Prom luciferase reporter, luminescence, overnight | inhibition, % at 20 µM | 1.7% of 360,000 active;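 active = inhibition of at least 50% at 20 µM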
PDI inh = PDI (human) enzyme inhibition | P07237 | PDI insulin aggregation turbidity, A650, 90 min | inhibition, % at 10 µM | 0.052% of 350,000 active;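 active = mean inhibition across replicates of 30% or more, whatever share of single replicates reach that level; inconclusive = mean inhibition below 30% while every single replicate reaches 30%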;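 also: absorbance from insulin aggregation driven by PDI reduction with DTT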
Target sequence (P07237 whole entry, looked up): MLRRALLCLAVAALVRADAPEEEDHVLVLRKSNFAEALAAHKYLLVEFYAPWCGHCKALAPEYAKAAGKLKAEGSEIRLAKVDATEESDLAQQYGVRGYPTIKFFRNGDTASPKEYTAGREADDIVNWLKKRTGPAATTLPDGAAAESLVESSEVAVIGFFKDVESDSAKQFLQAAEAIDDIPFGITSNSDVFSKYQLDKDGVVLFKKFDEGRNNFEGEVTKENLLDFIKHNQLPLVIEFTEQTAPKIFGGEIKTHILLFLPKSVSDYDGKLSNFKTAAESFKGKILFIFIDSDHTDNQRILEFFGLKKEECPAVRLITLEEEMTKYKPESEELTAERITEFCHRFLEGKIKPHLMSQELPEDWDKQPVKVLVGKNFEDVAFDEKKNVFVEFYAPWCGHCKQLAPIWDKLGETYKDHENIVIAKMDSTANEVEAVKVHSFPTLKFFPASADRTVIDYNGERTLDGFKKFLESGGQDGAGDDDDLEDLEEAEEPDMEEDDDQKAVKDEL
Exocytosis inh = lytic granule exocytosis inhibition. TALL-104 LAMP-1 surface exposure, flow cytometry; cells stimulated with thapsigargin and PMA. inhibition, % at 10 µM. 0.66% of 360,000 active;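 active = inhibition above about 55%, limit read from the data; inconclusive = no clear call, values can overlap the other calls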
Vif imaging = HIV Vif inhibition; 0.35% of 340,000 active; inhibition, % at 7.49 µM; HEK293T cells, Vif self-association by quenched fluorescence, imaging, 24 h; AID 602346; in the data active = inhibition above about 50%, passing the limit was not always enough; inconclusive = no clear call, values can overlap the other calls; inactive = below about 31%; also: some results filed as inactive read as strong as hits
iPSC survival up = increases survival of single human iPS cells; hiPSC single-cell survival, ATPlite luminescence; 100% = ROCK inhibitor wells, 0% = DMSO; survival enhancement, % at 20 µM; 0.044% of 360,000 active; in the data active = survival enhancement above about 18%;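 also: cells exposed to compounds for 16 hours before the ATP read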
* hit, by the source's call; ? = inconclusive; . = no result given.

Each structure is followed by: TRPM1 prom inh, aDG glyco act, NR2E3 ag-1, CaV13 FRET inh, NR2E3 ag-2, HIF-2a block, Peg3 promoter, PDI inh, Exocytosis inh, Vif imaging, iPSC survival up
CCCc1cc(=O)c2ccc(OC/C(C)=N/O)cc2o1
    3.3, 0.0, -1.3, 1.0, -8.0, -7.0, 5.7, 7.4, 3.3, -4.0, -0.6
CCN(CC)CCCn1c(=S)[nH]c2ccc(Cl)cc2c1=O
    11.4, 0.1, 2.4, -8.8, 9.9, 1.9, 2.1, -6.0, -1.7, -5.4, 2.3
Nc1ccc2oc3ncccc3c(=O)c2c1
    -30.8, -0.2, -2.3, -7.4, -37.6, -73.0, -36.8, -7.3, -0.4, -4.7, 2.4
COc1cc(Cc2nc3ccc(S(=O)(=O)N4CCOCC4)cc3[nH]2)cc(OC)c1OC
    12.6, 0.0, 2.5, -2.6, 5.2, 8.4, 8.7, 17.3, -2.6, -0.9, 0.9
CCOc1ccc(OCCC(=O)OCC(=O)Nc2cc(OCC)c(N3CCOCC3)cc2OCC)cc1
    0.3, 0.0, 2.0, -5.4, -27.8, -5.4, -2.9, -3.4, 3.6, 3.3, -0.5
CCN(Cc1ccccc1)C(=O)C1CCN(Cc2ccc(SC)cc2)CC1
    ., 0.2, 1.2, -3.8, 0.8, -4.7, 4.1, -0.3, -2.1, -5.2, 1.8
CC(C)=C(NC(=O)c1ccccc1Br)C(=O)NCCc1nc2ccccc2[nH]1
    -6.2, -0.1, 1.5, -2.9, -4.6, 1.7, -4.2, 17.1, -5.5, -1.0, 0.0
COc1ccccc1NC(=O)C(C)NS(=O)(=O)c1ccc(F)cc1 (stereo not given)
    3.5, -0.3, -1.3, -5.2, -18.6, 12.8, 18.6, -0.2, -1.6, -2.1, 3.0
CC1CCN(S(=O)(=O)c2ccc(NC(=O)Cc3ccc(S(=O)(=O)N4CCOCC4)s3)cc2)CC1
    12.2, 0.3, 2.1, -3.4, 24.1, 17.4, 22.1, -10.1, 2.4, -9.9, -0.5
O=C(NCc1ccccc1)C(c1ccco1)N(C(=O)c1ccccn1)c1ccccc1 (stereo not given)
    -4.5, 0.0, 1.1, -5.2, -9.2, 3.2, 13.7, 5.1, -10.9, 8.5, -0.5

New compounds follow
Each structure is followed by: TRPM1 prom inh, aDG glyco act, NR2E3 ag-1, CaV13 FRET inh, NR2E3 ag-2, HIF-2a block, Peg3 promoter, PDI inh, Exocytosis inh, Vif imaging, iPSC survival up
CCOc1nc(Nc2ccc(OC)cc2OC)nc(OCC)n1
    -1.9, 0.1, 0.9, -2.4, 19.8, 14.3, 16.0, 8.3, -0.1, -1.3, 0.6
COc1ccc(Cn2c(CCC(=O)Nc3ccc(C)cc3)nc3cccnc32)cc1
    5.0, 0.0, 1.1, -5.8, -24.1, 14.4, 24.5, 0.3, 0.7, 7.9, 4.7
CCn1c(CNc2nc(-c3ccccc3)cs2)nnc1SCC(=O)NCc1ccco1
    3.3, 0.1, ., ., 4.0, 2.7, 3.0, 1.8, -6.5, -2.5, 2.1
CCc1c(C)c2ccc(OCC(=O)NCC3CCC(C(=O)O)CC3)c(C)c2oc1=O (stereo not given)
    -2.5, -0.4, 3.5, ., -13.4, 11.9, 5.6, ., -1.2, -4.9, 0.2
CCOC(=O)N1CCN(C(=O)CCS(=O)(=O)c2cc3c(cc2Cl)NC(=O)CO3)CC1
    0.0, 0.0, 1.3, -2.4, 3.1, 4.2, 13.3, ., 1.5, 6.0, -1.0
O=C(NOCc1cscn1)Nc1ccccc1
    -0.7, -0.2, ., -5.0, 0.7, -50.4, -24.2, 4.0, -14.7, -8.2, -0.2
CC(=O)Nc1ccc(S(=O)(=O)N2CCN(c3ccc([N+](=O)[O-])cc3)CC2)cc1
    8.1, 0.3, ., -5.1, 3.4, 28.9, 10.4, -52.5, 7.2, -10.1, -0.1
c1ccc(-c2nc3c([nH]2)CCc2nonc2-3)cc1
    -10.3, -0.4, 3.0, 5.3, -20.7, -124.4, -35.4, -1.2, -1.7, -6.9, 0.9
O=C1CCc2nc3ccccc3c(=O)n2N1
    -6.6, 1.3, 1.6, ., -21.4, 18.6, 8.0, 4.9, 0.0, ., -2.3
S=C(c1cccs1)N1CCCC1
    -1.1, 0.1, 1.8, ., -9.8, -1.0, -2.0, -3.1, -0.3, 8.0, -1.4

The listing continues.
Each structure is followed by: TRPM1 prom inh, aDG glyco act, NR2E3 ag-1, CaV13 FRET inh, NR2E3 ag-2, HIF-2a block, Peg3 promoter, PDI inh, Exocytosis inh, Vif imaging, iPSC survival up
COc1ccc(-c2sc3ccc(OC)cc3c2-c2ccc(OCCN3CCOCC3)cc2)cc1
    -14.0, -0.4, ., ., 12.6, 4.3, 21.3, 3.8, 4.9, 9.6, 3.5
C#CCn1c(=NC(=O)c2cc(-c3cccs3)nc3ccccc23)sc2cc(S(N)(=O)=O)ccc21
    -15.8, 0.3, -2.0, -4.2, 6.8, 29.9, 29.8, -2.1, 6.1, -7.4, 3.3
O=C(Nc1ccc(Br)cn1)c1ccc(Cl)s1
    -42.8, -0.1, -1.5, -2.2, -70.8, -261.6, -307.2, -13.2, 12.1, 10.1, -0.3
COc1ccc(-n2ncc3c2CC(C)(C)CC3NC(=O)CCCN2CCCC2=O)cc1 (stereo not given)
    10.9, -0.1, 1.6, -5.6, 15.5, -2.1, -2.2, -6.4, -0.1, 2.8, 1.0
CSc1cc(C)c(OCC(=O)Nc2c(C)nn(C)c2C)c(C)c1
    6.4, 0.4, 1.9, ., -14.5, 4.1, 10.7, 4.1, 2.1, -13.7, 0.2
CCOc1ccccc1/C=C(\C#N)C(=O)NC1CC1
    ., 0.0, 3.4, -2.3, -31.1, 16.9, -4.3, 0.8, -3.5, -2.5, 1.5
CCNC(=O)NC(=O)CN(C)c1ccccc1
    1.7, 0.1, -1.6, 3.8, 1.4, 18.2, 10.6, -2.1, -5.0, -2.3, 0.0
COc1ccc(-c2noc(CNC(=O)c3ccoc3C)n2)cc1
    5.3, 0.0, 3.1, -4.0, -9.7, -1.6, -0.7, 3.5, 9.8, 2.0, -0.1
Cc1cc(C)cc(NC(=S)N2CCN(c3ccc(F)cc3)CC2)c1
    16.7, -0.2, 0.8, -17.3, -13.4, 11.7, 12.3, -4.6, 7.0, -1.6, -1.9
Cc1ccc(C)c(NC(=S)N2CCN(CCO)CC2)c1
    7.5, 0.0, 4.5, -4.1, 9.9, 10.1, -3.0, -0.4, -5.0, -1.7, -1.2

Additional records.
Each structure is followed by: TRPM1 prom inh, aDG glyco act, NR2E3 ag-1, CaV13 FRET inh, NR2E3 ag-2, HIF-2a block, Peg3 promoter, PDI inh, Exocytosis inh, Vif imaging, iPSC survival up
COc1ccccc1OCC(=O)NCc1ccco1
    -7.7, -0.1, -1.4, -4.4, -25.7, -1.0, -9.0, -2.6, -4.5, -14.0, -0.3
CCCCNC(=O)C(NC(=O)c1cccc(C(F)(F)F)c1)C(=O)c1ccccc1 (stereo not given)
    ., 0.2, ., -5.3, -7.5, 9.2, 3.5, ., 0.3, ., 3.0
O=C(CSc1nc(-c2ccccc2)cc(=O)[nH]1)Nc1ccc(F)c(F)c1
    ., 0.0, -2.9, -4.3, -10.0, 17.5, 8.1, -6.7, -8.9, -10.6, -0.6
COc1cccc(N2C(=O)C3CCCN3C2c2cccs2)c1 (stereo not given)
    7.6, 0.0, -1.6, -8.3, -34.1, 15.4, -2.2, 11.0, -0.2, 0.6, -1.5
Cc1ccc(NC(=O)C2CC(=O)N/C(=N/NC(=O)c3ccc(C)cc3)S2)cc1 (stereo not given)
    10.2, 0.5, 1.1, -17.2, -15.8, 10.1, 8.2, 4.0, 1.6, 2.7, -2.6
O=C1CCC(C(=O)O)N1 (stereo not given)
    -14.2, 0.2, 2.4, ., -16.3, 5.5, -1.5, ., 4.7, -2.7, 1.2
CCOc1ccc(C(=O)OCC(=O)NC2CCCCCCC2)cc1
    4.2, -0.4, 0.0, -12.4, 6.7, -0.2, 2.1, -5.7, -5.8, ., 4.6
CN(CC(=O)Nc1cccc(F)c1)C(=O)c1ccc(-c2cccc(C(F)(F)F)c2)o1
    -4.6, 0.1, -0.9, -3.2, -13.4, -37.4, 8.7, -6.1, 18.9, -1.2, 0.8
Cc1nc(CCNC(=O)CC2C(=O)NCCN2Cc2ccccc2)sc1C (stereo not given)
    -2.9, -0.1, 2.1, -7.1, 5.5, 6.6, -4.0, -4.2, -7.9, -10.3, -0.4
CN(CC(=O)Nc1cccc(F)c1)C(=O)c1sccc1-c1ccccc1
    -1.6, 0.0, ., -6.9, -4.7, 15.1, 16.5, -3.4, -1.0, -2.4, -0.3

The list continues.
Each structure is followed by: TRPM1 prom inh, aDG glyco act, NR2E3 ag-1, CaV13 FRET inh, NR2E3 ag-2, HIF-2a block, Peg3 promoter, PDI inh, Exocytosis inh, Vif imaging, iPSC survival up
CC(C)(C)OC(=O)C[C@@H]1C/C=C\C[C@H](CC(=O)N[C@@H](CO)Cc2ccccc2)C(=O)N[C@H](Cc2ccccc2)COC1=O
    11.7, 0.1, ., -4.8, -13.7, -10.3, -28.9, 0.9, -9.4, -1.1, -2.2
COc1ccccc1N(C(=O)CCl)c1cn(C(C)=O)c2ccccc12
    63.1*, -0.3, 1.9, -19.0, 8.7, 47.7*, 66.7*, 7.4, 27.4, -2.9, 0.4
CC(=O)Nc1ccc(Cl)cc1C(=O)c1ccc[nH]1
    ., 0.2, ., -16.9, -29.7, 5.1, -2.9, -8.5, 0.0, 17.9, -0.3
O=C(O)CC1c2ccccc2C=Cc2ccccc21
    10.3, -0.1, -4.2, -4.5, -12.3, 5.8, 4.6, 1.2, 1.8, -4.1, -2.6
Nc1nonc1-n1nnc(C(=O)N/N=C/c2ccc(Br)cc2)c1CSC1=NCCS1
    -5.3, 0.0, 0.1, -4.0, -24.5, 4.4, 14.7, -4.0, 12.0, ?, 4.1
COc1ccc(C(=O)C2CCCN(C(=O)c3cccnc3OC)C2)c(C)c1 (stereo not given)
    1.4, -0.2, -2.2, -2.5, -29.1, 8.0, 16.6, -3.1, 1.1, -4.9, -0.2

As entered above:
For PDI inh, `Nc1nonc1-n1nnc(C(=O)N/N=C/c2ccc(Br)cc2)c1CSC1=NCCS1` shows -4.0
For aDG glyco act, `COc1ccc(C(=O)C2CCCN(C(=O)c3cccnc3OC)C2)c(C)c1` (stereo not given) shows -0.2
